Wnt bcat act – Wnt/beta-catenin pathway activation; Wnt/beta-catenin reporter cell assay, activator, plate reader; activation, % at 9.35 µM; 300,000 compounds, 1.2% hits; AID 743398; in the data active = activation above about 30%, passing the limit was not always enough; inconclusive = no clear call, values can overlap the other calls;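 also: 0% = neutral control wells and 100% = positive control wells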
Ecoli viability – bacterial growth inhibition, counter-screen for AddAB inhibitors. inhibition, % at 11.9 µM. 330,000 compounds, 0.27% hits. E. coli V3065 growth, OD600 absorbance, 18 h;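 active = inhibition above the campaign's mean inhibition across all tested compounds plus 3 SD, cut at about 9.9% in these data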;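 also: uninfected addAB+ strain grown without phage in ampicillin broth; 0% = DMSO wells and 100% = ciprofloxacin 0.95 µg/ml wells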
CAL PDZ FP-1 – blocks peptide binding to the human CAL PDZ domain; Q9HD26; purified CAL PDZ, TMR-peptide fluorescence polarization, 1 h; inhibition, % at 24.9 µM; 300,000 compounds, 0.92% hits; AID 602252;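 active = mean inhibition of at least 30% with at least half of replicates also reaching 30%; inconclusive = no clear call, values can overlap the other calls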;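 also: 0% = DMSO neutral control and 100% = excess unlabeled competitor peptide PRC23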
SR-BI DiI-HDL act – enhances SR-BI lipid uptake from DiI-HDL | CHO ldlA[mSR-BI] cells, DiI-HDL uptake fluorescence, 3 h; 100 = double the neutral-control signal | activation, % at 12.5 µM | 320,000 compounds, 0.096% hits | AID 504775;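 active = mean replicate activation of at least 60% and every replicate at or above 60%; inconclusive = mean or all-replicate condition met, but not both; inactive = mean below 60% and not all replicates reaching 60%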;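 also: 0% = median plate neutral-control signal and 100% = twice that signal; values of inactives mirror those of a sister screen read the other way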
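Assay system: CHO ldlA[mSR-BI] cells, LDL receptor-null, SR-BI overexpressing; medium: Ham's F12 with 0.5% BSA, HEPES 25 mM, pH 7.4; also added: DiI-HDL 10 µg/mL; timing: 3 h uptake period with compound, 37 °C; signal: DiI fluorescence, bottom read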
Tat transport – blocks Tat-dependent protein export in E. coli; E. coli MC4100 TorA-mCherry Tat export, fluorescence; inhibition, % at 10 µM; 340,000 compounds, 0.036% hits; AID 488895;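 active = mean replicate inhibition at least 50% and at least half of replicates individually reaching 50%; inconclusive = only one of the two criteria met; inactive = neither criterion met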;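 also: exported cargo escapes ClpAP degradation while cytoplasmic cargo is degraded and loses fluorescence; 0% = median of neutral control wells and 100% = median of NaSCN control wells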
SR-BI HDL uptake – blocks mouse SR-BI lipid uptake from DiI-HDL; Q61009; 320,000 compounds, 0.96% hits; ldlA[mSR-BI] CHO cells, DiI-HDL uptake fluorescence, 3 h; inhibition, % at 12.5 µM;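 active = mean replicate inhibition of at least 70% and a set share of replicates each scoring 70 or more; inconclusive = meets just one of the two criteria; inactive = fails both criteria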;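 also: 0% = median of neutral control wells and 100% = median of positive control wells; values of inactives mirror those of a sister screen read the other way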
Target sequence (Q61009 whole entry, looked up): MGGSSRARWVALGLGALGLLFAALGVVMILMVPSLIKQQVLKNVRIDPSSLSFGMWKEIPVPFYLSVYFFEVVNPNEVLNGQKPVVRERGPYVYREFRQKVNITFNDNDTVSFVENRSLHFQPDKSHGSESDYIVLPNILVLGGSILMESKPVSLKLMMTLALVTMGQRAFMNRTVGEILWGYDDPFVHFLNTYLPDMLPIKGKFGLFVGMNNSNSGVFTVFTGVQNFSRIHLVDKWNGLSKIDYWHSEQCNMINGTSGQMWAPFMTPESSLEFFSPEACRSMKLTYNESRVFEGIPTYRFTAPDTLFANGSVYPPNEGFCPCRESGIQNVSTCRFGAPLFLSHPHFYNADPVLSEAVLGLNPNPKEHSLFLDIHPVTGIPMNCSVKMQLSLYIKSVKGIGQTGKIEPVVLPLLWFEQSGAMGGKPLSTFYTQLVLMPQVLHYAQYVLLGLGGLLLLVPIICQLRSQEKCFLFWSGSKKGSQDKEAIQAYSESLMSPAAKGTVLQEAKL
phage Ecoli inh – E. coli growth loss with phage present. growth absorbance. inhibition, % at 11.9 µM. 360,000 compounds, 0.26% hits; in the data active = inhibition above about 11%
AddAB inh – less growth of phage-infected E. coli with AddAB. E. coli expressing H. pylori AddAB, absorbance growth. inhibition, % at 11.9 µM. 330,000 compounds, 0.29% hits; in the data active = inhibition above about 12%;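 also: 0% = vehicle wells of infected cells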
CAL PDZ FP-2 – blocks peptide binding to human CAL PDZ domain | Q9HD26 | purified CAL PDZ, TMR-peptide fluorescence polarization, 1 h | inhibition, % at 20 µM | 330,000 compounds, 0.02% hits | AID 504414;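 active = highest replicate inhibition of at least 40%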;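 also: plate controls were DMSO neutral control wells for no effect and unlabeled competitor peptide control wells for full effect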
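Test system: purified CerCALP PDZ construct; Compound dosing: one concentration, 20 µM compound; Also added: TMR-labelled reporter peptide T*-PRC34 bound in PDZ groove; Read-out: inhibition from polarization loss; Controls: unlabelled peptide and DMSO controls; Signal: FP readout, S and P plane fluorescence; Incubation: 1 h at RT.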
MITF TRPM1 HTS – increases MITF-driven TRPM1 promoter luciferase signal; SK-MEL-5 TRPM1-promoter luciferase, 24 h; % of positive control, neutral wells = 0; activation, % at 12.5 µM; 300,000 compounds, 0.75% hits; AID 588334;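 active = mean activation of at least 80% with every replicate also reaching 80%; inconclusive = mean reaches 80% but some replicate falls short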;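 also: 0% = neutral control wells and 100% = parthenolide positive control wells; values of inactives mirror those of a sister screen read the other way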
The depositor's hits bear a star; ? = inconclusive; nt = no result given.

Order of results: Wnt bcat act, Ecoli viability, CAL PDZ FP-1, SR-BI DiI-HDL act, Tat transport, SR-BI HDL uptake, phage Ecoli inh, AddAB inh, CAL PDZ FP-2, MITF TRPM1 HTS
Cc1ccc(C2Oc3ccccc3C3=C2C(c2cccs2)n2ncnc2N3)cc1 (centres undefined)
    nt, 1.9, 1, nt, 2, 22, 0.6, -0.9, -0.2, -28
CCCC(c1nnnn1CCC(C)C)N1CCC(C(N)=O)CC1 (centres undefined)
    1, 1.4, -5, 8, -13, -8, 1.0, 0.5, -1.1, 14
Clc1cccc(Cl)c1CNC1CCCC1
    nt, 0.2, 3, 33, 3, -33, 3.1, 4.0, -0.3, -2
COc1ccc(/C(C)=N\NS(C)(=O)=O)c(OC)c1
    nt, 0.7, -2, 21, -3, -21, 2.2, 1.0, -2.5, 3
Cc1cccc(-c2oc(C)c(C)[n+]2[O-])c1
    nt, 0.2, -4, -2, 4, 2, 0.9, -0.2, -0.6, 8
CSc1nc(N2CCN(c3ccccc3)CC2)cc(N2CCN(c3ccccc3)CC2)n1
    0, 1.0, -1, -66, -5, 66, 4.5, 2.0, -1.3, 12
O=C(Nc1cccc2cccnc12)c1cccc2ccccc12
    -2, -0.4, -4, -7, 4, 7, 1.9, 2.8, -0.9, 9
CC(C)[C@H](NC(=O)N1CCn2c1nc1ccccc12)C(=O)NC1CC1
    -2, -0.5, -7, -7, 4, 7, 1.9, 0.8, -2.8, 14
CCOc1ccc(NC(=S)N2CCC(NC(=O)C3CCCCC3)CC2)cc1
    0, 0.6, nt, nt, 4, nt, -1.0, 5.3, -0.2, 0
CCOC(=O)CN1CC23C=CC(O2)C(C(=O)NCc2ccc(C)cc2)C3C1=O (centres undefined)
    2, 1.0, nt, 41, -8, -41, 1.9, -2.7, -0.7, nt
Cc1ccccc1C(=O)N1CCC(C(=O)Nc2sccc2C(N)=O)CC1
    -3, 2.1, -4, 10, 2, -10, 1.8, 1.4, -1.6, -2
COC(=O)CCN(C1CCCCC1)S(=O)(=O)c1ccc(S(=O)(=O)N2CCCCC2)cc1
    nt, -0.9, -3, 22, 25, -22, 0.8, -1.0, -0.2, 6
COc1ccc(CNC(=O)c2ccc(Cl)c(NC3=NC4CS(=O)(=O)CC4S3)c2)cc1 (centres undefined)
    0, -1.3, nt, 1, 0, -1, 2.0, 2.5, 0.2, nt
Cc1ccc(C(=O)Nc2ccc(Cl)cn2)cc1
    11, 0.2, -1, -18, 6, 18, 4.0, 4.5, -2.9, -5
CCc1ccc(NC(=O)Nc2c(C)n(C)n(-c3ccccc3)c2=O)cc1
    -12, -2.0, -2, -3, -14, 3, 3.8, -2.8, 0.0, -6

Following part:
Order of results: Wnt bcat act, Ecoli viability, CAL PDZ FP-1, SR-BI DiI-HDL act, Tat transport, SR-BI HDL uptake, phage Ecoli inh, AddAB inh, CAL PDZ FP-2, MITF TRPM1 HTS
Oc1ccccc1N1CCN(c2ncnc3scc(-c4ccc(F)cc4)c23)CC1
    -4, -0.4, -2, -20, 3, 20, 0.9, 3.0, -2.3, -2
Cc1cc(N2CCCC2)nc(-c2ccccc2O)n1
    nt, 0.1, -1, -39, -7, 39, 2.1, 0.9, -0.6, 11
CC(=O)Oc1cccc(C(=O)Nc2ccc3c(c2)C(=O)N(CC2CCCO2)C3=O)c1 (centres undefined)
    6, nt, -1, -10, -8, 10, 1.2, nt, -2.2, 13
C=CCN1C=C2C(=O)C(C)(OC(=O)c3ccc(OC)cc3)C(=O)C(c3ccco3)=C2C=C1CCCC (centres undefined)
    -8, -3.6, -2, 8, ?, -8, 1.1, 3.4, -0.5, -4
CNC(=O)c1cc(S(=O)(=O)Nc2ccc3c(c2)OCCO3)ccc1C
    2, 0.5, 15, 25, -3, -25, 0.7, 0.8, 0.5, -15
O=C(OCc1cn(Cc2ccccc2)nn1)c1ccccc1
    -1, 0.8, -4, 2, 0, -2, 1.9, 1.4, -1.2, 17
Cc1c(Cl)c([N+](=O)[O-])nn1CC(=O)NC1CCCCC1
    nt, 2.9, -3, 4, -7, -4, 0.6, 0.6, -0.1, -8
O=C(NC(=S)NCCC1=CCCCC1)c1cccnc1
    0, -0.9, -1, -8, 5, 8, -3.0, -0.9, -1.2, 15
O=C1C(CCCNC(=S)NCc2ccccc2)NC(=S)N1Cc1ccccc1 (centres undefined)
    nt, -0.4, -4, 0, 27, 0, 4.0, -0.7, -2.0, 1
O=C1C2CCCCN2C(=O)N1CCCN1CCN(c2ccc(F)cc2)CC1 (centres undefined)
    5, 0.0, -3, 1, -1, -1, nt, 2.0, 0.0, nt
C=CCn1c2ccccc2c2nn(C)c(=S)nc21
    0, 0.2, 0, -12, 4, 12, 4.6, 3.0, -2.7, 3
Cc1onc(-c2ccccc2Cl)c1C(=O)NNC(=O)c1ccc(F)cc1
    -1, 2.8, 0, nt, 31, nt, 0.1, 4.0, -1.5, -14
COc1ccc(N2CCN(C(=O)C(CCSC)N=C3NS(=O)(=O)c4ccccc43)CC2)cc1 (centres undefined)
    nt, -2.1, -1, -5, 3, 5, 2.9, -2.7, -3.0, -7
O=C(N/N=C/c1ccncc1)c1cc([N+](=O)[O-])cc([N+](=O)[O-])c1
    -2, 1.3, -7, 9, -6, -9, -0.3, 3.5, -0.3, 0
CCOC(=O)c1ccc(S(=O)(=O)N2CCC(C(=O)OCC)CC2)cc1
    -1, -0.4, -5, 11, 0, -11, 4.7, 3.1, -2.4, 0

(cont.)
Order of results: Wnt bcat act, Ecoli viability, CAL PDZ FP-1, SR-BI DiI-HDL act, Tat transport, SR-BI HDL uptake, phage Ecoli inh, AddAB inh, CAL PDZ FP-2, MITF TRPM1 HTS
CCCc1cc(=O)oc2cc(C)cc(OCC(=O)Nc3ccc(S(N)(=O)=O)cc3)c12
    0, 0.7, -2, -8, 6, 8, 1.4, 0.8, -2.0, 5
CC(=O)Nc1cccc(/C(C)=N/NC(=O)c2ccc(NS(=O)(=O)c3cccs3)cc2)c1
    0, 0.3, 0, -37, 1, 37, 2.0, 2.3, -3.6, 1
COc1ccccc1CN(C)C(=O)c1cnc(C)cn1
    1, -1.2, -1, nt, -2, nt, -0.2, 1.6, 0.4, 0
CC(C)(C)C(=O)OCc1nc(-c2ccc(F)cc2)cs1
    0, 0.1, -7, 13, -2, -13, 2.5, -0.8, -0.4, 110*
Cc1cc(SCc2ccccc2Cl)nc(=O)[nH]1
    -3, 0.7, 3, 6, 1, -6, 2.5, 1.9, -2.3, 2
Cc1ccc2c(c1)sc(=NC(=O)c1cccs1)n2C
    -13, 1.3, -3, -56, 1, 56, 1.1, -0.2, -1.2, -32
CN1CCN(C(=O)c2cc3c(=O)n4ccccc4nc3s2)CC1
    4, 0.6, -5, -8, 2, 8, 0.4, 2.7, -1.1, 0
O=C(Nc1ccc(S(=O)(=O)N2CCOCC2)cc1)C1CCN(S(=O)(=O)c2ccc(F)cc2)CC1
    -2, 1.8, 6, 10, 0, -10, 4.3, 2.6, -3.1, -4
O=C(/C=C/c1ccccc1[N+](=O)[O-])N1CCN(c2ccc(F)cc2)CC1
    -5, -2.2, 4, -25, -1, 25, 1.7, -0.7, -0.5, 6
CCN(CC)C(=O)c1cc2sc3ccccc3c2s1
    nt, -2.5, -5, -36, 4, 36, 2.5, 2.7, nt, 98*
O=C(O)CSc1c2c(nc3cc(C(=O)Nc4cccc(C(F)(F)F)c4)ccc13)CCCC2
    0, -2.1, -3, 4, 2, -4, 2.7, 2.6, -4.3, 8
CCOC(=O)C1=C(C)SC2=NS(=O)(=O)CCN21
    nt, 0.4, 5, 21, -9, -21, 0.3, 0.6, 0.0, -9
O=C(CSc1nncs1)NC(=O)NCc1ccccc1
    -2, 0.6, 7, 7, 0, -7, 2.8, 0.1, -0.7, 4
COc1cc2c(cc1OC)C(c1ccccc1)N(C(=O)CCl)CC2 (centres undefined)
    3, -2.0, nt, 21, -11, -21, -0.8, -1.2, -0.7, -92
CC(CC(=O)NC1CCCCC1)S(=O)(=O)c1ccc2c(c1)NC(=O)CO2 (centres undefined)
    0, 1.1, 1, 16, -4, -16, 5.4, 2.9, -1.8, 0

Some of these compounds in order of the SR-BI HDL uptake value, highest first:
molecule,SR-BI HDL uptake
Cc1ccc2c(c1)sc(=NC(=O)c1cccs1)n2C,56
CC(=O)Nc1cccc(/C(C)=N/NC(=O)c2ccc(NS(=O)(=O)c3cccs3)cc2)c1,37
CCN(CC)C(=O)c1cc2sc3ccccc3c2s1,36
O=C(O)CSc1c2c(nc3cc(C(=O)Nc4cccc(C(F)(F)F)c4)ccc13)CCCC2,-4
O=C(CSc1nncs1)NC(=O)NCc1ccccc1,-7
O=C(Nc1ccc(S(=O)(=O)N2CCOCC2)cc1)C1CCN(S(=O)(=O)c2ccc(F)cc2)CC1,-10
CC(CC(=O)NC1CCCCC1)S(=O)(=O)c1ccc2c(c1)NC(=O)CO2 (centres undefined),-16

Part of the list above, reduced to CAL PDZ FP-1 and Tat transport:
| SMILES | CAL PDZ FP-1 | Tat transport |
| --- | --- | --- |
| Cc1ccc(C2Oc3ccccc3C3=C2C(c2cccs2)n2ncnc2N3)cc1 (centres undefined) | 1 | 2 |
| CCCC(c1nnnn1CCC(C)C)N1CCC(C(N)=O)CC1 (centres undefined) | -5 | -13 |

Next section
Order of results: Wnt bcat act, Ecoli viability, CAL PDZ FP-1, SR-BI DiI-HDL act, Tat transport, SR-BI HDL uptake, phage Ecoli inh, AddAB inh, CAL PDZ FP-2, MITF TRPM1 HTS
CC(=O)Oc1ccccc1C(=O)NC(C)CCc1ccccc1 (centres undefined)
    -2, 2.4, -3, -9, 0, 9, 6.4, 4.6, nt, 2
CCOc1ccc(NS(=O)(=O)c2cc3c(cc2C)N(C)CCO3)cc1
    -2, 0.9, 0, -2, 12, 2, 0.5, -1.1, 0.0, nt
Cc1cccc(N=C2NN=C(c3c(C)[nH]c4ccccc34)CS2)c1
    -2, -0.7, -2, -9, -2, 9, 2.9, -0.5, 0.5, -13
CCOC(=O)Cn1c(=N)n(Cc2ccccc2)c2ccccc21
    1, 3.3, 1, 9, -15, -9, 2.2, 5.6, nt, 1
Cc1ccc2nc(SCC(=O)Nc3cccc(S(N)(=O)=O)c3)[nH]c2c1
    2, -0.1, -5, nt, 14, nt, -1.9, 4.2, nt, 1

High-throughput results from PubChem BioAssay.
